Growth percent in the NCI-60 one-dose screen (48 h, 10 µM unless noted): 100 = growth as untreated, 0 = no growth, -100 = all killed.
NCI-H522 = NCI-H522 lung cancer; actives 8% (n = 78,000)
HCT-116 = HCT-116 colon cancer; actives 7.3% (n = 82,000)
NCI-H226 = NCI-H226 lung cancer; actives 3.5% (n = 79,000); AID 1794732
NCI-H322M = NCI-H322M lung cancer; AID 1794733; actives 2.7% (n = 80,000)
HCT-15 = HCT-15 colon cancer; actives 5.2% (n = 82,000)
NCI-H460 = NCI-H460 lung cancer; actives 6.8% (n = 82,000)
COLO 205 = COLO 205 colon cancer | actives 7.3% (n = 79,000)
NCI-H23 = NCI-H23 lung cancer; actives 4% (n = 80,000); AID 1794731
NCI/ADR-RES = NCI/ADR-RES ovarian cells. actives 4.4% (n = 81,000)
Active calls of the source: *; nt = not tested or not shown; & = joins results of further samples. How the source made its calls: active means growth percent below 10; inactive means the rest.

smiles | NCI-H522 | HCT-116 | NCI-H226 | NCI-H322M | HCT-15 | NCI-H460 | COLO 205 | NCI-H23 | NCI/ADR-RES
CCN(CCCCN1CC(=O)N(CCCCN(CC)Cc2ccccc2OC)CC1=O)Cc1ccccc1OC | 77.0 | 89.1 | 107.5 | 107.4 | 111.6 | 100.2 | 89.9 | 86.0 | 87.7
COC[C@@]1(C)CC[C@]2(C)CC[C@]3(C)C(=CC[C@@H]4[C@@]5(C)CCCNC(C)(C)[C@@H]5CC[C@]43C)C2C1 (stereo not given in full) | 76.7 | 40.1 | 81.3 | 89.4 | 16.1 | 29.8 | 22.0 | 75.4 | 72.6
O=S(=O)(O)c1ccc(N=Nc2ccc(O)c3ccccc23)cc1 | 94.1 | 89.6 | 99.1 | 101.6 | 113.4 | 110.6 | 114.7 | 91.4 | 101.1
COc1ccc(OC)c(/C=C/C(=O)C2=NN(c3ccc(I)cc3)[C@H](c3cc(OC)ccc3OC)CC2=O)c1 | 56.2 | 23.5 | 82.9 | 95.9 | 67.6 | 66.8 | 55.3 | 73.9 | 71.4
Cc1ccc(NC(=O)Nc2nc3ccc(OC(F)(F)F)cc3s2)cc1 | 82.2 | 92.2 | 99.5 | 88.8 | 94.0 | 95.2 | 114.4 | 90.1 | 94.6
OCC(O)C(O)CC1SCCS1 (stereo not given) | 96.6 | 104.0 | 91.9 | 109.2 | 104.0 | 107.6 | 105.8 | 97.3 | 101.7
COC1(OC)N=C(N)C2(C#N)C3(C(=O)Nc4ccccc43)C12C#N (stereo not given) | 80.7 | 81.6 | 62.5 | 104.9 | 83.8 | 104.1 | 115.8 | 81.6 | 100.3
O=c1cc(NNC(=S)Nc2ccccc2)c2cc(Br)ccc2[nH]1 | 81.9 | 97.8 | 90.6 | 93.8 | 99.4 | 103.6 | 99.2 | 91.3 | 98.3
O=C(Cn1cc(CN2C(=O)c3ccccc3S2(=O)=O)nn1)Nc1ccc(Cl)cn1 | 95.6 | 95.8 | 97.6 | 104.3 | 104.3 | 99.8 | 105.2 | 105.2 | 107.4
Nc1nc(=S)cc(Cl)[nH]1 | 89.5 | 74.5 | 106.1 | 101.4 | 103.6 | 108.8 | 112.0 | 92.7 | 99.1
C=CCn1c(SCC(=O)Nc2ccc(C(=O)/C=C/c3ccc(Cl)cc3)cc2)nnc1-c1ccccc1 | 82.2 | -78.6* | 94.7 | 96.7 | 87.7 | 105.9 | 105.4 | 95.0 | 93.7
O=c1c2c3c(sc2nc2nc(-c4ccccc4)[nH]n12)CCCC3 | 86.4 | 93.1 | 87.7 | 98.8 | 105.5 | 105.0 | 101.5 | 89.7 | 95.7
Cn1cc(-c2cc(N)n3nc(-c4c[nH]c5ccccc45)cc3n2)c2cc(Cl)ccc21 | -71.9* | -73.4* | 16.6 | -35.3* | -77.3* | -59.5* | -90.8* | -70.7* | -12.8*
COc1ccc2cc(C(=O)/C=C/N(C)C)ccc2c1 | 77.3 | 91.3 | 112.3 | 97.4 | 98.5 | 106.9 | 105.0 | 95.6 | 95.8
O=C(Cc1ccc(F)c(Cl)c1)Nc1cc(C2(C(F)(F)F)CC2)nn1Cc1ccccc1 | 58.2 | 60.4 | 43.2 | 89.6 | 93.9 | 79.0 | 66.3 | 55.3 | 56.9
CC12CCC3C(CCC4CC(O)CCC43C)C1CC(O)C2 (stereo not given) | nt | 98.1 | 98.7 | 100.5 | 105.1 | 113.2 | 107.2 | 99.9 | 108.6
NS(=O)(=O)c1ccc(Nc2nc(SCC(=O)c3ccc(Cl)cc3)nc3c2CCCC3)cc1 | 67.7 | 36.8 | 56.6 | 87.0 | 22.1 | 21.0 | 46.0 | 53.9 | 74.6
Cc1ccc(OCC(=O)O)c(C)c1 | 91.4 | 72.4 | 89.8 | 97.8 | 112.5 | 108.4 | 109.3 | 108.6 | 104.6
CC(=O)O.CC(=O)O.O.[Fe] | 90.0 | 108.2 | 101.4 | 110.9 | 111.2 | 107.5 | 101.4 | 106.4 | 102.4
SCCNCc1ccccc1 | 87.0 | 114.9 | 107.7 | 106.8 | 105.9 | 106.9 | 106.0 | 100.3 | 109.4
CC1(C)CC[C@]2(C(=O)N3CCCNCC3)CC[C@]3(C)C(=CC[C@@H]4[C@@]5(C)Cc6c([nH]c7ccccc67)C(C)(C)[C@@H]5CC[C@]43C)[C@H]2C1 | 102.0 | 36.2 | 97.6 | 89.7 | 58.7 | 19.2 | 100.8 | 95.8 | 90.4
COc1cc(-c2nn(C(C)(C)C)cc2-c2ccnc(NCCCNS(=O)(=O)c3ccc(C(F)(F)F)cc3)n2)ccc1Cl | nt | 44.9 | 59.4 | 87.1 | 67.8 | 59.0 | 97.8 | 67.8 | 69.4
Cn1cccc1-c1cc(-c2ccc(Br)cc2)n(S(=O)(=O)c2ccccc2)c(=O)c1C#N | 97.1 | 92.0 | 104.1 | 110.1 | 103.3 | 128.4 | 115.2 | 77.8 | 88.5
COc1ccc(-c2cc3c(ncn4nc(-c5cccnc5)nc34)o2)cc1 | 101.1 | 109.4 | 110.4 | 103.4 | 102.7 | 105.7 | 122.5 | 105.3 | 112.7
CS(=O)(=O)CC(O)(c1ccccc1)c1ccccn1 (stereo not given) | 98.2 | nt | 101.4 | 93.9 | 104.3 | 102.2 | 105.9 | 107.7 | 112.0
CN(C)C(CNc1oc(-c2cccc3ccccc23)nc1C#N)c1ccco1 (stereo not given) | 86.9 | 89.3 | 100.7 | 99.9 | 79.8 | 100.9 | 93.1 | 97.1 | 94.8
Cc1ccc(NS(=O)(=O)c2ccc(-c3cnc(C4CC4)o3)cc2)cc1 | 9.2* | 11.8 | nt | 69.0 | 17.5 | 7.8* | nt | 58.8 | 8.1*
[N-]=[N+]=CC(=O)CCC(NC(=O)OCc1ccccc1)C(=O)OCc1ccccc1 (stereo not given) | 112.2 | 101.8 | 112.0 | 103.8 | 110.1 | 109.0 | 101.1 | 100.9 | 105.6
CCOC(=O)CCCCCCCCC(=O)OCC | 105.3 | 110.0 | 102.8 | 97.6 | 116.5 | 107.8 | 107.9 | 96.3 | 101.0
Cc1c(O)c(O)cc2c3c(oc12)CC(c1ccc2c(c1)OCO2)CC3=O (stereo not given) | 53.3 | 90.2 | 81.2 | 90.1 | 64.5 | 93.7 | 103.4 | 83.4 | 90.3
O=C(Nc1cc(C2=NCCN2)cc(C2=NCCN2)c1)c1ccc(C(=O)Nc2cc(C3=NCCN3)cc(C3=NCCN3)c2)cc1 | 86.1 | 96.3 | 112.9 | 100.1 | 99.2 | 113.6 | 122.1 | 104.1 | 108.3
CC(=O)OCCn1c2nc(=O)[nH]c(=O)c-2nc2cc(C)c(C)cc21 | 77.0&103.4&98.4 | 94.2&113.6&97.4 | 102.2&111.4&100.4 | 105.2&109.1&103.7 | 98.2&110.6&97.8 | 109.3&110.2&109.9 | 90.9&123.0&113.1 | 98.9&109.1&108.1 | 101.4&109.7&119.5
CN1CCN(C)c2cnccc2C1=O | 90.2 | 108.7 | nt | nt | 108.4 | 108.5 | 114.7 | 103.8 | 108.7
O=C(O)CCCNC(=O)OCc1ccccc1 | 90.7 | 99.9 | 102.5 | 93.9 | 102.8 | 107.8 | 108.8 | 108.5 | 117.3
O=C1/C(=C/c2ccc(OCc3ccccc3)cc2)Oc2cc(O)ccc21 | 68.6 | 88.9 | nt | 90.5 | 97.8 | 102.3 | 114.3 | 97.1 | 100.6
Cc1cccc[n+]1CCCC[n+]1ccccc1C | 110.0 | 104.2 | 103.5 | 134.3 | 104.1 | 115.4 | 110.1 | 106.2 | 109.4
CC(C)OC(c1cc2c(cc1Br)OCO2)C(C)Br (stereo not given) | 101.1 | 99.5 | 101.3 | 106.4 | 103.8 | 107.2 | 113.0 | 96.4 | 104.4
C=C(NC(=O)[C@H](C(C)C)N(C)c1cc(Br)cc2[nH]ccc12)C(=O)OC | 64.3 | 76.8 | 93.2 | 97.5 | 81.0 | 98.7 | 104.6 | 82.2 | 88.0
CC1=CC(=Nc2ccc(N(C)C)cc2)C=C(C)C1=O | 94.4 | 83.5 | 83.5 | 95.8 | 85.7 | 101.5 | -14.5* | 66.2 | 83.2
O=S1OC(c2ccccc2)C(c2ccccc2)O1 (stereo not given) | 91.7 | 93.0 | 98.4 | 86.3 | 101.9 | 107.5 | 109.8 | 91.8 | 97.5
Cc1[nH]c(C(=O)Nc2ccccc2OCc2cccc(C(=O)NC3CCNC3)c2)c(Cl)c1Cl (stereo not given) | -0.4* | -61.2* | 87.2 | 70.2 | 35.2 | -62.9* | -43.3* | 8.2* | 67.1
CCC1(CC)COC(c2ccccc2)OC1 | 100.4 | 101.0 | 110.5 | 118.1 | 106.4 | 107.2 | 139.4 | 101.7 | 104.1
CCNC(=O)Oc1ccc(/C(=C(/C)Cc2ccc(OC)cc2)c2ccc(OCCN(CC)CC)cc2)cc1 | 58.1 | 30.9 | 91.9 | 76.9 | 2.8* | 13.5 | -69.1* | 78.2 | 78.1
CC[C@H](Nc1ncnc2nc[nH]c12)c1nc(NCCCCCC(=O)NO)c2ccccc2n1 | 76.0 | 109.8 | 98.8 | 102.3 | 101.8 | 94.4 | 115.3 | 101.0 | 102.3
COc1ccc(C(=O)/C=C/c2ccc(C)cc2)cc1S(=O)(=O)Nc1cccnc1 | 87.9 | 61.8 | 90.9 | 74.3 | 60.4 | 96.3 | 105.8 | 93.1 | 94.7
N#Cc1c(-c2cccnc2)cc(-c2ccc(Cl)cc2)[nH]c1=O | 89.8 | 102.0 | 93.0 | nt | 99.8 | 97.7 | 110.4 | 81.4 | 99.8
CN(C)c1ccc(/C=N/NC(=O)CSc2ncnc3c2c(-c2ccccc2)cn3C2CCCCC2)cc1 | 91.6 | 98.2 | 73.3 | 97.3 | 106.0 | 108.6 | 106.5 | 77.1 | 82.1
CC1=C(C)C(=O)C(NCCN2CCOCC2)=C(Br)C1=O | -18.4* | -75.5* | 67.1 | 91.5 | 90.7 | 98.0 | 129.8 | -0.6* | 86.4
CC1(C)CC(=O)C2=C(C1)N(Cc1ccc(C(=O)O)cc1)C1=C(C(=O)CC(C)(C)C1)C2c1ccc(Cl)cc1 | 84.9 | 106.5 | 108.1 | 93.7 | 98.4 | 104.2 | 121.3 | nt | 95.3
CCOC(=O)c1ccc(NCCC(C)=O)cc1 | nt | 99.1 | 93.8 | 93.6 | 100.9 | 105.9 | 128.5 | 88.6 | 98.9

Overlap with the part before: three compounds; new compounds follow.
smiles | NCI-H522 | HCT-116 | NCI-H226 | NCI-H322M | HCT-15 | NCI-H460 | COLO 205 | NCI-H23 | NCI/ADR-RES
CC1=C(C)C(=O)C(NCCN2CCOCC2)=C(Br)C1=O | -18.4* | -75.5* | 67.1 | 91.5 | 90.7 | 98.0 | 129.8 | -0.6* | 86.4
CC1(C)CC(=O)C2=C(C1)N(Cc1ccc(C(=O)O)cc1)C1=C(C(=O)CC(C)(C)C1)C2c1ccc(Cl)cc1 | 84.9 | 106.5 | 108.1 | 93.7 | 98.4 | 104.2 | 121.3 | nt | 95.3
CCOC(=O)c1ccc(NCCC(C)=O)cc1 | nt | 99.1 | 93.8 | 93.6 | 100.9 | 105.9 | 128.5 | 88.6 | 98.9
C#Cc1ccc(-n2c(/C=C/c3cc(OC)cc(OC)c3)nc3ncccc3c2=O)cc1 | 7.9* | 74.8 | 65.8 | 72.5 | 82.8 | 94.6 | 116.7 | 89.0 | 77.1
CS(=O)(=O)N1CCN(C(=O)c2ccc(Oc3ccc(C(=O)N4CCN(S(C)(=O)=O)CC4)cc3)cc2)CC1 | 102.1 | 98.8 | 102.7 | 104.2 | 107.4 | 116.2 | 128.5 | nt | 106.1
C=C1CCC[C@]2(C)CCC[C@H](C)[C@@H](OC(C)=O)[C@@H]3OC(=O)C(=C)[C@@H]3C[C@H]1O2 | -6.3* | 55.1 | 78.6 | 99.0 | 65.9 | 74.7 | 103.3 | 74.5 | 73.6
CCCCCCCCCCCCCCCCCC1=NC(C)(C)CN1c1ccccc1 | 93.7 | 65.1 | 93.9 | 101.9 | 88.8 | 100.7 | 105.6 | 89.6 | 97.8
Cc1ccc2c(c1)NCCN2 | 81.4 | 97.4 | 100.9 | 103.5 | 96.5 | 107.4 | 116.4 | 95.9 | 100.3
O=C(Nc1nc2ccc(O)cc2s1)c1ccc(C(F)(F)F)cc1 | 45.1 | 51.9 | 67.5 | 83.0 | 45.2 | 30.4 | 110.4 | nt | nt
Cc1nc(C(N)=O)c(C(N)=O)nc1C | 91.9 | 101.4 | 98.0 | nt | 94.4 | 108.6 | 105.2 | nt | 111.3
FC(F)(F)c1ccc(-c2cnc(Cl)nc2N2CCC3(CC2)OCCO3)cc1 | 63.2 | 82.7 | 94.4 | 91.7 | 93.6 | 100.2 | 93.2 | 94.9 | 87.4
Cc1ccc(S(=O)(=O)Nc2nc3ccccc3nc2Nc2ccc3nsnc3c2)cc1 | 23.3&34.8 | 42.2&38.4 | 72.7&72.9 | 50.6&58.5 | 58.6&32.0 | 29.2&32.1 | 76.0&44.5 | 37.8&48.7 | 43.2&62.8

Entries of single compounds from above:
`O=C(Cc1ccc(F)c(Cl)c1)Nc1cc(C2(C(F)(F)F)CC2)nn1Cc1ccccc1` in the list: NCI-H522 = 58.2; HCT-116 = 60.4; NCI-H226 = 43.2; NCI-H322M = 89.6; HCT-15 = 93.9; NCI-H460 = 79.0; COLO 205 = 66.3; NCI-H23 = 55.3; NCI/ADR-RES = 56.9
`CC1(C)CC(=O)C2=C(C1)N(Cc1ccc(C(=O)O)cc1)C1=C(C(=O)CC(C)(C)C1)C2c1ccc(Cl)cc1` in the list: NCI-H522 = 84.9; HCT-116 = 106.5; NCI-H226 = 108.1; NCI-H322M = 93.7; HCT-15 = 98.4; NCI-H460 = 104.2; COLO 205 = 121.3; NCI-H23 = nt; NCI/ADR-RES = 95.3
